RNase H inhibition – RNase H inhibition, HIV 1 Gag Pol polyprotein, FRET biochemical assay, screening (AID 372); actives 0.77% (n = 100,000); inhibition, % at 10 µM; hits with a dose series show IC50 in µM; HIV-1 RT RNase H, FRET RNA/DNA substrate fluorescence; higher % means a stronger effect; in the data active = inhibition above about 50%
Numbers without * were called inactive.

SMILES | RNase H inhibition
O=C(Nc1cccc(F)c1)c1ccc(Br)c(S(=O)(=O)N2CCCCC2)c1 | 8.0%
COc1ccc(S(=O)(=O)N(c2ccc(Br)cc2F)S(=O)(=O)c2ccc(OC)cc2)cc1 | 6.0%
CC(=O)N1CCc2c([nH]c3ccccc23)C1c1ccc2c(c1)OCO2 (stereo not given) | 10.0%
COc1ccc(/C=C2\SC(=Nc3ccc(O)cc3)NC2=O)cc1OC | 39.0%
CCOC(=O)c1ccc(CNC(=O)CCC(=O)O)cc1 | 0.0%
Cc1cccc(OCCOc2ccccc2/C=C2/SC(=S)N(C)C2=O)c1 | 14.0%
CCOC(=O)c1ccc(Nc2ncnc3c2cnn3-c2ccccc2)cc1 | 12.0%
O=C(Nc1cccc(NC(=O)c2ccccc2Cl)c1)c1ccc(-c2ccc(Br)cc2)o1 | 15.0%
Cc1ccc(C(=O)NC(=S)Nc2ncc(Br)cc2Br)cc1 | 15.0%
CC(=O)C(C(=O)Nc1ccc(C)cc1)C(C)C (stereo not given) | 6.0%
CCOc1ccc(NC(=O)c2ccncc2)cc1 | 14.0%
CN(C)c1ccc(NC(=O)c2ccc(F)cc2)cc1 | 5.0%
COc1cc(CN2CCN(c3ccccc3Cl)CC2)cc([N+](=O)[O-])c1O | 12.0%
Cc1ccc(C)c(N(CC(=O)Nc2cccnc2)S(=O)(=O)c2ccccc2)c1 | 12.0%
COc1ccc(/C=C2/SC(=O)N(CCC(=O)Nc3ccc(S(=O)(=O)Nc4nccs4)cc3)C2=O)cc1 | 0.0%
Cc1cc(NS(=O)(=O)c2ccc(NC(=O)c3cc(Cl)ccc3[N+](=O)[O-])cc2)no1 | 15.0%
Fc1ccccc1-c1nc2cc(N=C/C=C/c3cccc(Br)c3)ccc2o1 | 17.0%
Cc1c(N/C(=N\S(=O)(=O)c2ccccc2)c2ccccc2)c(=O)n(-c2ccccc2)n1C | 13.0%
CCOC(=O)C1=C(C)NC2=C(C(=O)CC(C)(C)C2)C1c1cccc(OC)c1 (stereo not given) | 8.0%
COc1ccc(C2=NC(=Cc3ccc(N(C)C)cc3)C(=O)O2)cc1 | 4.0%
COc1ccc(C2/C(=C(/O)c3ccc(Cl)cc3)C(=O)C(=O)N2CCCC(=O)O)cc1 (stereo not given) | 4.0%
CCOc1cccc(NC(=O)/C(C#N)=C\c2cc(C)n(-c3ccc(C)c(C)c3)c2C)c1 | 6.0%
COc1ccc2c(c1)C(=O)N(Cc1ccccc1)C(=O)/C2=C\N1CCOCC1 | 0.0%
NC(=O)NC(c1ccccc1)c1ccc(F)cc1 (stereo not given) | 8.0%
O=C(/C=C/c1ccccc1)Nc1nc2ccc(Cl)cc2s1 | 16.0%
O=C(COC(=O)C1CCN(S(=O)(=O)c2cccc3cccnc23)CC1)c1cccc([N+](=O)[O-])c1 | 4.0%
Nc1cc(N2CCOCC2)ccc1[N+](=O)[O-] | 12.0%
CN1C(=O)/C(=C\c2ccc(OCCOc3ccc(C(C)(C)C)cc3)cc2)SC1=S | 3.0%
COc1ccc(-c2nnc(NC(=O)c3ccccc3OC)s2)cc1 | 19.0%
CC(=O)N1N=C(c2c(C)nc3ccc(Br)cc3c2-c2ccccc2)CC1c1ccc(Br)cc1 (stereo not given) | 31.0%
C=CCN1C(=O)/C(=C\c2ccc(OCC)cc2OCC)SC1=S | 15.0%
Cc1ccc(CSCCNC(=O)/C=C/c2ccc3c(c2)OCO3)cc1 | 29.0%
O=C(NC(=S)Nc1cc(Cl)cc(Cl)c1)c1cccc(Cl)c1 | 29.0%
CC(C)C(C(=O)NC(=O)NC(c1ccccc1)c1ccccc1)N1C(=O)c2ccccc2C1=O (stereo not given) | 4.0%
Cc1cccc(NC2=NC3(CCCCC3)N=C(N)N2)c1 | 6.0%
CC(C)c1ccc(/C=C/C(=O)Nc2cccc3ccccc23)cc1 | 11.0%
COCCNCCOc1c(C)cc(Cl)cc1C | 11.0%
COc1cc(CNC23CC4CC(CC(C4)C2)C3)cc(OC)c1OC | 0.0%
O=C1NC(c2ccccc2)=C(c2ccc3ccccc3n2)C(c2cccc([N+](=O)[O-])c2)N1 (stereo not given) | 8.0%
COC(=O)C1=C(C)NC2=C(C(=O)CC(C)(C)C2)C1c1ccc(C)o1 (stereo not given) | 5.0%
CCOc1ccc(/C=C/C(=O)c2cccs2)cc1 | 10.0%
O=C(c1ccc2c(c1)OCCO2)N1CCN(c2ccc([N+](=O)[O-])cc2Cl)CC1 | 2.0%
O=C1NC(=O)C(=Cc2ccc(Sc3nc4ccccc4s3)o2)C(=O)N1 | 12.0%
O=C1S/C(=C/c2ccc(I)cc2)C(=O)N1c1ccccc1 | 7.0%
CC(CCCC(C)(C)O)CC1OCC(C)O1 (stereo not given) | 2.0%

Quoted from the results shown, 4 compounds:
SMILES | RNase H inhibition
O=C(c1ccc2c(c1)OCCO2)N1CCN(c2ccc([N+](=O)[O-])cc2Cl)CC1 | 2.0%
O=C1NC(=O)C(=Cc2ccc(Sc3nc4ccccc4s3)o2)C(=O)N1 | 12.0%
O=C1S/C(=C/c2ccc(I)cc2)C(=O)N1c1ccccc1 | 7.0%
CC(CCCC(C)(C)O)CC1OCC(C)O1 (stereo not given) | 2.0%

(cont.)
SMILES | RNase H inhibition
CCOc1cc(/C=N/Nc2nc(N3CCOCC3)nc(N3CCOCC3)n2)ccc1Oc1ccc([N+](=O)[O-])cc1[N+](=O)[O-] | 9.0%
CCOc1ccc(S(=O)(=O)N(CC(=O)Nc2ccccc2Br)c2ccc(C)cc2)cc1 | 12.0%
Cc1ccc(-c2n[nH]c3c2C(c2cccc([N+](=O)[O-])c2)N(c2ccc(F)cc2)C3=O)cc1 (stereo not given) | 22.0%
COc1ccc(CNC(=O)CN(c2cccc(C(F)(F)F)c2)S(=O)(=O)c2ccccc2)cc1 | 2.0%
CC(C)(C)C(=O)Nc1ccc(C(=O)Nc2ccc(O)cc2C(=O)O)cc1 | 0.0%
CCN(CC)S(=O)(=O)c1cccc(C(=O)Nc2cccc(C(=O)O)c2)c1 | 11.0%
Cc1ccc(C(C)NC(=O)c2ccccc2)cc1 (stereo not given) | 31.0%
S=C(NCCOCCOCCNC(=S)Nc1ccccc1)Nc1ccccc1 | 1.0%
CCOC(=O)NC(C(C(C)=O)C(C)=O)(C(F)(F)F)C(F)(F)F | 8.0%
COc1ccc(C2CC(C(F)(F)F)n3ncc(C(=O)O)c3N2)cc1OC (stereo not given) | 2.0%
C/C(CC(=O)Nc1ccc(Cl)cc1Cl)=N\NC(N)=S | 0.0%
CCC1=NN(C(=O)c2ccccc2Cl)C(O)(C(F)(F)F)C1 (stereo not given) | 0.0%
COc1cc(C)ccc1OCCOc1cccc(C(F)(F)F)c1 | 0.0%
Nc1nc(=S)[nH]c2c1C1(CCCC1)Cc1ccccc1-2 | 0.0%
COc1ccc(-c2cc(-c3ccccc3)nc(N/N=C/c3cccc(OC)c3O)n2)cc1OC | 0.0%
Cc1cc(C=C2C(=O)c3ccccc3C2=O)c(C)n1C | 25.0%
Cc1c(Cl)c(C(F)(F)F)nn1CC(=O)NCc1cccnc1 | 8.0%
CCCCOC(=O)Nc1nnc(Cc2ccc(Cl)cc2Cl)s1 | 27.0%
CCCOC(=O)c1ccc(NC(=O)CCC)cc1 | 5.0%
CCCCSc1nc2c(c(=O)n1C1CCOC(C)(C)C1)C1(CCCC1)Cc1ccccc1-2 (stereo not given) | 0.0%
Cc1ccc(/C=N/NC(=O)/C(=C\c2ccc3c(c2)OCO3)NC(=O)c2ccccc2)o1 | 7.0%
Cc1ccc(OCCOc2ccc(Br)cc2/C=C2/SC(=S)N(C)C2=O)cc1 | 19.0%
Cc1cc(Br)c(Nc2nc(NN)nc(N3CCOCC3)n2)cc1Cl | 11.0%
O=C(OCc1ccccc1)C(C(=O)OCc1ccccc1)n1c(=O)sc2ccccc21 | 11.0%
CCc1nn(-c2ccccc2)c2nc(-c3ccc(N(C)C)cc3)c3cc(OC)c(OC)cc3c12 | 17.0%
Cn1c(SCC(=O)c2ccc3c(c2)Cc2ccccc2-3)nc2ccccc21 | 14.0%
CCOC(=O)c1ccc(NC(=O)CSCc2ccccc2Cl)cc1 | 18.0%
CC(NC(=O)/C(=C/c1ccccc1)NC(=O)c1ccccc1)C(=O)O (stereo not given) | 6.0%
CC1(CC(=O)N/N=C/c2ccc(C(=O)O)cc2)OCCO1 | 10.0%
COc1cc(NS(=O)(=O)c2ccc(NC(=O)c3ccccc3I)cc2)ncn1 | 5.0%
O=C(N1CCCC1)C12CC3CC(CC(C3)C1)C2 | 7.0%
O=C(CN(c1cccc(Br)c1)S(=O)(=O)c1ccccc1)Nc1cccc(Cl)c1 | 14.0%
CCOc1ccc(S(=O)(=O)N(CC(=O)Nc2ccccc2CC)c2ccc(C)cc2)cc1 | 6.0%
CCCOc1ccc(N/C(N)=N/c2nc(C)cc(C)n2)cc1 | 15.0%
Cc1cccc(C(=O)Nc2cccc(NC(=O)c3cccc(C)c3)c2C)c1 | 6.0%
Cc1ccc(NC(=O)c2ccc(N3C(=O)c4ccc(C(=O)Nc5ccc(C)cc5)cc4C3=O)cc2)cc1 | 43.0%
COc1cc(C=NN2CCN(Cc3ccccc3Cl)CC2)ccc1OCc1ccccc1 | 6.0%
COc1ccc(C2CC(c3ccc(Br)cc3)=NN2C(=O)CCC(=O)O)cc1OC (stereo not given) | 18.0%
O=S(=O)(Nc1cccc(Cl)c1Cl)c1ccc(F)cc1 | 3.0%
COc1ccc(C(=O)Nc2cccc(NC(=O)c3ccccc3C)c2)cc1[N+](=O)[O-] | 0.0%
Fc1ccc(C(CCCN2CCN3CCCCCC3C2)c2ccc(F)cc2)cc1 (stereo not given) | 11.0%
Cc1cc(OCC(=O)Nc2ccccc2C(C)C)ccc1Cl | 11.0%
C/C(=N/N=C1\NC(=O)C(CC(=O)O)S1)c1ccccc1 (stereo not given) | 6.0%
CC1=NN(C(=O)c2ccncc2)C(O)(C(F)(F)F)C1 (stereo not given) | 13.0%
O=C(NN=C(C1CC1)C1CC1)c1cc2ccccc2cc1O | 12.0%
CCOc1cc(C=O)cc(I)c1OCc1ccc(Cl)c(Cl)c1 | 4.0%
Fc1cccc(Cl)c1Cc1noc(-c2ccccc2)n1 | 4.0%
CCC(C)(C#CCN1CCCC1)OC(C)=O (stereo not given) | 8.0%
O=C(Nc1c(C(=O)N2CCN(Cc3ccccc3)CC2)cnn1-c1ccccc1)c1ccc(Br)cc1 | 9.0%
COC(=O)c1ccn(C(=O)c2ccc(Cl)cc2)n1 | 7.0%
Cc1ccnc(N)c1[N+](=O)[O-] | 0.0%
CCN(CC)S(=O)(=O)c1cccc(C(=O)Nc2ccc(Cl)cc2)c1 | 0.0%
O=C(COc1ccccc1)NNC(=O)COc1ccc(Br)cc1 | 0.0%
O=C(N/N=C/c1ccc(Cl)cc1)C(Oc1ccccc1)Oc1ccccc1 | 12.0%
O=C(COc1cccc(Cl)c1)Nc1nc(-c2ccc(Br)cc2)cs1 | 6.0%
Cc1cc(N2C(=O)NC(=O)/C(=C/c3cc4c(cc3[N+](=O)[O-])OCO4)C2=O)ccc1Br | 2.0%
COc1ccc(Cl)cc1C(=O)Nc1cccc(-c2nc3ncccc3o2)c1C | 3.0%
O=C(/C=C\c1cccs1)c1cccc([N+](=O)[O-])c1 | 13.0%
CCOc1ccc(N/C=C/C(=O)c2ccccc2)c([N+](=O)[O-])c1 | 17.0%
O=C(Cc1ccccc1)NC(=S)Nc1cc(C(F)(F)F)ccc1Cl | 2.0%

3 entries from above, tab-delimited.
SMILES	RNase H inhibition
O=C(COc1cccc(Cl)c1)Nc1nc(-c2ccc(Br)cc2)cs1	6.0%
O=C(Cc1ccccc1)NC(=S)Nc1cc(C(F)(F)F)ccc1Cl	2.0%
O=C(COc1ccccc1)NNC(=O)COc1ccc(Br)cc1	0.0%

The list continues.
SMILES | RNase H inhibition
O=C1c2ccccc2C(=O)N1CCc1nc2ccccc2c(=O)n1-c1ccccn1 | 61.0%*
CCN1C(=O)/C(=C\c2cn(Cc3ccccc3)c3ccccc23)C(=O)NC1=S | 17.0%
CCc1ccccc1NC(=O)c1ccc(CN(c2ccc(C)c(C)c2)S(C)(=O)=O)cc1 | 8.0%
Cc1cc2nc(-c3cccc(NC(=O)c4cccc(Cl)c4)c3)oc2cc1C | 0.0%
Cc1ccc(/C=C2\SC(=S)N(CCC(=O)Nc3ccc(S(N)(=O)=O)cc3)C2=O)cc1 | 57.0%*
COCCCN1C(=O)/C(=C/c2sccc2C)SC1=S | 23.0%
CCOC(=O)C1=C(O)/C(=C/c2ccc(F)cc2)SC1=Nc1ccc([N+](=O)[O-])cc1 | 7.0%
C=CCc1cccc(/C=N/NC(=O)c2ccc(F)cc2)c1O | 12.0%
CCOC(=O)c1cc(CC)sc1NC(=O)c1cc([N+](=O)[O-])ccc1N1CCN(CC)CC1 | 17.0%
COc1cccc(C2C(C(=O)Nc3ccccc3)=C(C)N=C3SCC(=O)N32)c1 (stereo not given) | 22.0%
O=C(c1cccc(Cl)c1)N1CCC(Cc2ccccc2)CC1 | 9.0%
Cc1ccc(C(=O)N/C(=C\c2cccc([N+](=O)[O-])c2)c2nc(=S)[nH][nH]2)cc1 | 4.0%
NC(=O)NC1CCCc2c1[nH]c1ccc(Cl)cc21 (stereo not given) | 11.0%
N#Cc1c(NC(=O)COc2ccc(Cl)cc2)oc(-c2ccccc2)c1-c1ccccc1 | 19.0%
CCc1ccc(S(=O)(=O)Nc2c([N+](=O)[O-])ccc3ccccc23)cc1 | 7.0%
C=CCNC(=S)N/N=C/c1ccc(-c2ccc(Cl)cc2Cl)o1 | 15.0%
O=[N+]([O-])c1ccc(N2CCOCC2)nc1 | 33.0%
CCOc1ccccc1-c1c(C#N)c(N)nc(OC)c1C#N | 19.0%
COc1cccc(NS(=O)(=O)c2ccc(OC)c(Br)c2)c1 | 9.0%
Cc1ccc[n+](CC(=O)c2ccc(-c3ccccc3)cc2)c1 | 2.0%
COc1ccc(C(=O)/C=C\Nc2ccccc2I)c(OC)c1 | 15.0%

In another format: 2 of the compounds above.
mol,RNase H inhibition
CCOc1ccccc1-c1c(C#N)c(N)nc(OC)c1C#N,19.0%
COc1cccc(NS(=O)(=O)c2ccc(OC)c(Br)c2)c1,9.0%

Screens as filed in PubChem BioAssay.

Only part of the results is shown; count on the stated rates, not on these rows.
